# Assay outcomes as filed in PubChem.
# UGM FP inh = M. tuberculosis UGM enzyme inhibitors, primary screen, biochemical, fluorescence polarization, single point; hit rate 0.06% among 320,000; inhibition, % at 10 µM; purified UGM, fluorescence polarization probe displacement; AID 504406, 2011; in the data active = inhibition above about 10%, passing the limit was not always enough; inconclusive = no clear call, values can overlap the other calls
# Target sequence (P9WIQ1 whole entry, looked up): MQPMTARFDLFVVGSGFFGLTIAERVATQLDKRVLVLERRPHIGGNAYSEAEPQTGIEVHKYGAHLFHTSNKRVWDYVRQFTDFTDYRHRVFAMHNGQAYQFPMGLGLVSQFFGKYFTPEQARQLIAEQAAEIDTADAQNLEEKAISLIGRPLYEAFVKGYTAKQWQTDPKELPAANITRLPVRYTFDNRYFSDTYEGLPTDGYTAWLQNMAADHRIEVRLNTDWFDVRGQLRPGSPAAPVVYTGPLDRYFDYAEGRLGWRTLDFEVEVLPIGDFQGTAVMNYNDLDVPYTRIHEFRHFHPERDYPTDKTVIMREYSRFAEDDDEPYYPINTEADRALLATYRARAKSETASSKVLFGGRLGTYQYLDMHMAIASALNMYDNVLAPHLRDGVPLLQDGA
# BoNT-F LC inh = BoNT/F light chain protease inhibitors, primary screen, biochemical, flow cytometry, MLPCN library. Multiplex microsphere protease cleavage assay. inhibition, % at 10 µM. hit rate 0.22% among 360,000; in the data active = inhibition above about 35%, passing the limit was not always enough; inconclusive = no clear call, values can overlap the other calls; also: plate controls were buffer without enzyme for full effect and enzyme alone for no effect
# Mtb FBA inh = Mtb FBA enzyme inhibitors, primary screen, biochemical, fluorescence, strain H37Rv; Fructose-bisphosphate aldolase (Mycobacterium tuberculosis (strain ATCC 25618 / H37Rv)), …; hit rate 2.3% among 360,000; AID 588726, 2011; purified M. tuberculosis FBA, fluorescence read-out; inhibition, % at 1 µM; in the data active = inhibition above about 27%;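 also: 0% = vehicle and 100% = reference inhibitor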
# Target sequence (P9WQA3 whole entry, looked up): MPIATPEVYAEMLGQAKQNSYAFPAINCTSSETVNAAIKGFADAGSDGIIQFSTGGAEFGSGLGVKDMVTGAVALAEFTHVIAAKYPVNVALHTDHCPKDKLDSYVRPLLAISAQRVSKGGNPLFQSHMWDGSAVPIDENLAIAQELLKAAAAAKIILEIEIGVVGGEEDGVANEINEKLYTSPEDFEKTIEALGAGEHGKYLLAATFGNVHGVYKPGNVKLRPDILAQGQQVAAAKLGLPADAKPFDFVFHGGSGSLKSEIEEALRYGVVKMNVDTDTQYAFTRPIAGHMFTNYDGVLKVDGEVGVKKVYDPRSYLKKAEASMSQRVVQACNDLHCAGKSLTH
# GDH-TPI inh = GDH-TPI coupling enzyme inhibitors, primary screen, artefact control for M. tuberculosis FBA inhibitor project, biochemical, absorbance, full deck; GDH-TPI coupled enzyme counterscreen, NADH absorbance; inhibition, % at 4.8 µM; hit rate 1.2% among 360,000; in the data active = inhibition above about 30%;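 also: 0% = DMSO wells and 100% = wells lacking the enzyme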
# FadD28 FP inh = inhibitors of FadD28 bisubstrate probe binding, primary screen, biochemical, fluorescence polarization, single point. inhibition, % at 12.5 µM. hit rate 0.22% among 360,000; in the data active = inhibition above about 8.5%, passing the limit was not always enough; inconclusive = no clear call, values can overlap the other calls
# PrPC surface inh = inhibitors of human cell surface prion protein PrPC, primary screen, cell-based, TR-FRET; Major prion protein (Homo sapiens), P04156; TR-FRET read-out; inhibition, % at 13.8 µM; hit rate 0.43% among 370,000; AID 720596, 2013; in the data active = inhibition above about 24%; also: 0% = median of the test wells and 100% = reference compound wells
# Rv3671c inh = Rv3671c serine protease inhibitors, primary screen, biochemical, fluorescence polarization, M. tuberculosis H37Rv; P9WHR9; inhibition, % at 5.96 µM; hit rate 0.048% among 320,000; AID 2606, 2010; in the data active = inhibition above about 38%;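 also: extracellular domain of Rv3671c used as enzyme; 0% = enzyme with DMSO and 100% = no enzyme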
# MazF activator = activators of E. coli MazEF toxin-antitoxin RNase, primary screen, biochemical, fluorescence, uHTS | Endoribonuclease toxin MazF (Escherichia coli (strain K12)), P0AE70 | FAM/BHQ RNA-DNA oligo cleavage fluorescence, 5 h | activation, % at 20 µM | hit rate 0.32% among 350,000; in the data active = activation above about 50%
# Target sequence (P0AE70 whole entry, looked up): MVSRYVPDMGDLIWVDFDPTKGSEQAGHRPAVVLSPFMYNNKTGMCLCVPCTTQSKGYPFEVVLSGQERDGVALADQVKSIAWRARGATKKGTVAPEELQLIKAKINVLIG
# Mtb BioA inh = M. tuberculosis BioA enzyme inhibitors, primary screen, biochemical, plate reader, single point, HTS | 7,8-diaminopelargonic acid synthase BioA (Mycobacterium tuberculosis) | purified M. tuberculosis BioA enzyme | inhibition, % at 9.99 µM | hit rate 0.096% among 360,000; in the data active = inhibition above about 40%; inconclusive = no clear call, values can overlap the other calls
# * marks the source's active call; other numbers are inactive results; ? = inconclusive; · = not tested or not shown; + = active, no number; & = joins results of further samples.
SMILES,UGM FP inh,BoNT-F LC inh,Mtb FBA inh,GDH-TPI inh,FadD28 FP inh,PrPC surface inh,Rv3671c inh,MazF activator,Mtb BioA inh
O=S(=O)(c1ccc(Cl)cc1Br)N1CCCCC1,-1.2,-7,0,-13,-5.8,2,1,-10,0.6
Cc1cnnc2ccc3c(no[n+]3[O-])c12,-1.2,-17,-2,9,2.1,-38,-2,4,·
C=CCC(CC=C)(NC(=O)c1ccccc1C)c1ccccc1,1.9,-15,-7,7,3.3,13,-11,0,-0.6
C=CCn1c(SCc2ccc(C#N)cc2)nnc1-c1ccc(C)cc1,-0.7,-5,1,-8,-4.3,1,0,0,19
O=C(NCc1ccccc1)c1nc[nH]c1C(=O)N1CCc2ccccc2C1,-3.8,-13,-1,7,-0.7,6,3,-2,-1.9
COC(=O)C(C)N(C(=O)c1cccc(Cl)c1)c1c(C)cccc1C (stereo not given),-0.2,1,4,-9,-2.9,5,5,-1,0.8
CSCCC(NC(=O)c1ccccc1Br)C(=O)N1CCC(C)CC1 (stereo not given),0.2,-3,-1,-9,-2.2,3,1,4,-1.6
Cc1cccc(OCCNC(=O)c2cc(C3CC3)nc3c2cnn3C(C)C)c1,·,-5,0,4,-1.3,-5,·,-4,0.4
CCC(=O)N(C)/C=C1\Sc2ccccc2C1=O,-4.5,2,-4,2,-0.8,6,0,-14,·
CCCc1cc(=O)oc2cc(C)cc(OCC(=O)NCCCn3ccnc3)c12,-0.6,2,57*,8,-1.5,-4,-8,9,1.1
CCOC(=O)CCCNC(=O)c1cncc(O)c1,-3.2,4,13,9,-2.8,-2,3,6,-1.0
CCc1cccc(NC(=O)CCNS(=O)(=O)c2ccc3c(c2)oc(=O)n3C)c1,1.3,1,1,8,-1.4,-5,6,1,0.7
CCCn1c(N)c(Sc2ccc(C)cc2)c(=O)n(CCC)c1=O,-0.9,-4,3,-5,-1.7,14,1,11,·
COC(=O)c1cccc(NC(=O)CSc2nncn2-c2ccccn2)c1,-0.4,-8,2,-6,-1.2,-4,-2,0,0.0
COc1ccccc1CCC(=O)OCC(=O)NC1CCCC1,-1.2,-7,-3,-1,-1.8,3,5,9,-0.4
CC(=O)N1CCCc2cc(S(=O)(=O)N(C)CCC#N)ccc21,0.8,-24,3,9,1.2,-2,2,5,-3.5
COc1cccc(/C=N/NC(=O)C(C)n2nc(C)c([N+](=O)[O-])c2C)c1O (stereo not given),1.2,0,-4,4,-1.6,-2,7,-9,·
O=c1[nH]cccc1-c1nc2ccccc2[nH]1,-1.3,15,+,42*,0.6,0,1,7,-1.4
Cc1ccc(S(=O)(=O)N2CCN(C(=O)CN3CCCCC3)C2)cc1,5.3,-7,0,3,-0.8,3,-11,9,-1.8
CC(=O)Nc1ccc(S(=O)(=O)NC(C(=O)O)C(C)C)cc1 (stereo not given),-1.7,-1,-1,-3,-1.5,0,4,-1,-1.2
COC(=O)c1ccc(NC(=O)COc2ccc(C3C(C#N)=C(N)Oc4c3ccc3ccccc43)cc2OC)cc1 (stereo not given),0.2,-1,4,8,-3.7,3,-58,-15,0.1
CC1=C(C(=O)N(C(C)C)C(C)C)CC(CC(=O)NCc2cccs2)C(=O)N1CCC1=CCCCC1 (stereo not given),·,-2,-1,·,-4.0,-5,·,·,3.4
C[C@H](NC(N)=O)C(=O)Nc1ccc(OCc2ccccc2)cc1,1.0,1,4,2,-3.1,-3,6,3,·
CC(=O)Oc1cc2cccc(OC(C)=O)c(=O)c2c(OC(C)=O)c1OC(C)=O,4.0,-10,-4,19,-1.6,·,2,214*,-0.2
O=C(CC(=O)c1ccccc1)Nc1cc([N+](=O)[O-])ccc1Cl,2.3,?,0,31*,-1.0,-9,9,6,-2.6
SMILES,UGM FP inh,BoNT-F LC inh,Mtb FBA inh,GDH-TPI inh,FadD28 FP inh,PrPC surface inh,Rv3671c inh,MazF activator,Mtb BioA inh
COc1ccccc1N1CCN(C(=O)CCC(=O)O)CC1,-0.1,-8,2,6,0.0,9,1,-4,-2.0
COc1ccc(-n2c(SCCC(=O)O)nnc2-c2ccncc2)cc1,1.2,11,2,1,0.2,-7,1,2,6.8
O=C(Nc1ccc(S(=O)(=O)N2CCOCC2)cc1)c1ccco1,1.1,-5,-11,4,-2.1,0,-2,14,-0.1
O=S(=O)(c1ccc(Br)s1)N1CCN(c2ccccn2)CC1,-0.3,6,-4,-5,-4.6,1,-6,4,0.3
CCOc1ccc(C2/C(=C(\O)c3ccc4c(c3)OCCO4)C(=O)C(=O)N2CCCN2CCOCC2)cc1 (stereo not given),-1.6,-5,0,-4,-2.6,-7,5,-4,9.7
COc1ccc([N+](=O)[O-])cc1NC(=O)COC(=O)C1CC1,-1.2,4,-4,-5,-3.1,-17,7,0,·
O=S(=O)(c1ccc(Cl)cc1)N1CCN(Cc2ccncc2)CC1,4.6,9,1,4,1.1,7,7,1,·
Cc1cc(NC(=O)c2ccc(C)o2)no1,0.8,-4,7,4,-0.2,-6,-1,1,0.5
CC(C(=O)NCC1(c2ccccc2)CCCC1)N1CCOCC1 (stereo not given),-2.1,0,-1,8,-0.9,-6,-4,5,-2.0
O=C(NCC(c1ccc(F)cc1)N1CCOCC1)c1ccco1 (stereo not given),-0.9,1,-2,-11,-2.4,-2,-1,8,-0.2
Cc1ccc(C(=O)Nc2cc(C(C)C)c(O)c(C(C)C)c2)cc1,0.5,2,3,1,-1.3,5,5,11,-0.2
S=c1[nH]nc(Cc2ccc(Br)cc2)n1/N=C/c1ccc(Cl)cc1,1.1,-4,-4,3,-1.3,-1,0,1,·
CC(C)[C@H](NC(=O)c1ccc(Cl)c([N+](=O)[O-])c1)C(=O)O,0.7,3,-8,-9,-0.1,-11,2,0,-0.6
COc1ccc(C(CNC(=O)c2ccco2)N2CCCCC2)cc1 (stereo not given),4.9,-3,-1,-2,0.8,0,2,9,·
COc1ccc(-n2c(=O)c3c4c(sc3n(CC(=O)NCC3CCCO3)c2=O)CCCC4)c(OC)c1 (stereo not given),-0.8,-8,2,14,-0.3,-5,-6,-3,-0.6
CN1CCC(NC(=O)c2ccncc2)CC1,-0.5,4,0,-3,-3.0,-2,6,9,0.1
O=C(N/N=C/c1ccc(N2CCOCC2)cc1)c1ccccc1OCCOc1ccccc1,0.0,-7,5,20,0.7,3,6,-1,·
Cc1ccc2occ(C(c3nnnn3C3CCCC3)N3CCN(C(=O)c4ccco4)CC3)c(=O)c2c1 (stereo not given),-1.4,-7,4,1,-0.8,-4,-1,6,2.6
COC(=O)c1cnc(SCc2ccc(C)cc2)n1C,-0.5,-6,3,4,0.6,11,1,-4,1.2
Nc1nnc(SCc2c(F)cccc2Cl)s1,0.1,?,-1,16,0.6,5,9,14,-1.1
COc1ccc2sc(-c3ccc(SC)cc3)c(/C=C/c3ccc(OC)c(OC)c3)c2c1,1.1,-1,8,22,-0.9,7,3,-5,-0.5
COCCn1c(C)cc(C(=O)Cn2nc(C(=O)O)c3ccccc3c2=O)c1C,0.3,-3,2,-4,-0.5,6,1,3,·
COc1ccc(NC(=O)N(C)C[C@H]2Oc3c(NS(=O)(=O)c4cn(C)cn4)cccc3C(=O)N([C@H](C)CO)C[C@@H]2C)cc1,1.5,-4,-2,-5,-2.2,5,5,7,0.3&-0.1
Cc1ccc(C2CC(=O)NC(SCC(=O)Nc3nccs3)=C2C#N)cc1 (stereo not given),3.8,-6,-8,0,12*,5,1,6,-0.8
O=C(COC(=O)CCC1CCCC1)Nc1cc(S(=O)(=O)N2CCOCC2)ccc1Cl,·,4,-1,-4,-0.8,8,·,1,0.7

# Of the compounds above, these contain a furan ring, fused or not.
SMILES,UGM FP inh,BoNT-F LC inh,Mtb FBA inh,GDH-TPI inh,FadD28 FP inh,PrPC surface inh,Rv3671c inh,MazF activator,Mtb BioA inh
O=C(Nc1ccc(S(=O)(=O)N2CCOCC2)cc1)c1ccco1,1.1,-5,-11,4,-2.1,0,-2,14,-0.1
Cc1cc(NC(=O)c2ccc(C)o2)no1,0.8,-4,7,4,-0.2,-6,-1,1,0.5
O=C(NCC(c1ccc(F)cc1)N1CCOCC1)c1ccco1 (stereo not given),-0.9,1,-2,-11,-2.4,-2,-1,8,-0.2
COc1ccc(C(CNC(=O)c2ccco2)N2CCCCC2)cc1 (stereo not given),4.9,-3,-1,-2,0.8,0,2,9,·
Cc1ccc2occ(C(c3nnnn3C3CCCC3)N3CCN(C(=O)c4ccco4)CC3)c(=O)c2c1 (stereo not given),-1.4,-7,4,1,-0.8,-4,-1,6,2.6

# Next section.
SMILES,UGM FP inh,BoNT-F LC inh,Mtb FBA inh,GDH-TPI inh,FadD28 FP inh,PrPC surface inh,Rv3671c inh,MazF activator,Mtb BioA inh
O=C(CSc1nc(N2CCCCC2)nc(N2CCCCC2)n1)c1ccccc1,0.4,-21,4,11,-2.8,-5,1,-6,-2.2
CC12CCC(=O)N1C(C(=O)NNC(=O)COc1ccccc1F)CS2 (stereo not given),1.0,-9,-3,7,-2.5,-1,-8,6,-1.7
O=C(CN1CCN(Cc2ccc(F)cc2Cl)C1=O)NCc1cccs1,-0.9,2,4,-3,-1.4,4,12,3,·
CCC(CO)[n+]1c(C)cc(/C=C2\Sc3ccccc3N2Cc2ccccc2)cc1C (stereo not given),-0.4,4,0,4,-3.0,-3,-9,22,53*
CC1(C)N(OCc2ccccc2)C(=O)C(=O)N(OCc2ccccc2)C1(C)C,1.0,8,2,-2,1.5,3,-10,0,-1.7
CCN1CCN(CCCNC(=O)C2CCN(c3nnc(-n4c(C)ccc4C)s3)CC2)CC1,-0.6,-7,3,4,0.1,2,-4,13,-1.9
Cc1cc(N2CCN(C)CC2)nc2ccc(NC(=S)NC3CC3)cc12,-0.4,0,12,35*,-1.3,-7,7,11,·
CCOc1ccc(N2C(=O)NC(=O)/C(=C\c3ccc(N4CCCCC4)o3)C2=O)cc1,·,-7,-16,-7,-4.2,-17,-4,-3,-4.9
CS(=O)(=O)c1ccc2nc(NC(NC(=O)c3ccco3)(C(F)(F)F)C(F)(F)F)sc2c1,0.9,4,2,10,-0.8,6,4,4,-0.8
COC(=O)C1=C(c2ccc(F)cc2F)C[C@@H]2CC[C@H]1N2C(=O)NCC1CC1,-4.2,-1,1,14,0.5,·,5,5,1.0
CN(CCOc1ccccc1)S(=O)(=O)c1ccccc1C#N,0.8,·,5,-4,-0.1,-9,-2,3,-0.7
COc1ccc(OC)c(Nc2cc(C)nc3ccccc23)c1,-0.6,2,1,15,-2.5,6,0,8,3.7
CCCn1c(=O)c(C(=O)Nc2cccc(C)n2)c(O)c2ccccc21,0.5,-10,2,6,2.0,7,-5,0,0.5
CCCC(=O)Oc1ccc(N(C(=O)CCC)S(=O)(=O)c2cccs2)cc1,0.0,-4,0,2,-0.9,1,-3,6,·
Cc1cc(=O)oc(C)c1C(=O)Nc1c(C)n(C)n(-c2ccccc2)c1=O,0.9,-3,1,18,-4.1,7,-1,2,-2.0
Cc1ccc(S(=O)(=O)N2CCN(C(=O)CSc3cc(C)ccc3C)CC2)c(C)c1,-1.9,-4,29*,0,-1.2,-3,·,-12,1.6
COc1ccc(/C=N/NC(=O)c2ccc(CSc3nncn3C)cc2)cc1OC,-0.8,-3,-3,16,-0.2,-11,-4,-6,4.2
CC(=O)NC(C)c1nc2ccccc2n1CC(=O)N1C(C)CCCC1C (stereo not given),1.6,-1,9,3,-1.6,3,6,-12,·
COCCN(CCOC)c1cc(C)c(C#N)c2nc3ccccc3n12,-0.9,-8,39*,7,-0.6,-6,-5,16,0.9
COc1nc(NS(=O)(=O)c2ccc(C)cc2)nc(C)c1Cl,3.5,-24,-1,-4,-4.1,7,-3,-4,0.0
